# TbREL1 inh: TbREL1 RNA ligase inhibitors, primary screen, biochemical, FRET fluorescence. TbREL1 RNA ligation. 89,000 tested, 0.49% active. RNA-editing ligase 1, mitochondrial (Trypanosoma brucei brucei), P86926. inhibition, % at 9.66 µM;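 active = inhibition above the mean inhibition across all screened compounds plus 3 SD, cut at about 11% in these data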;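 also: 0% = plate median of test wells and 100% = NSC42067 control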
# Target sequence (P86926 whole entry, looked up): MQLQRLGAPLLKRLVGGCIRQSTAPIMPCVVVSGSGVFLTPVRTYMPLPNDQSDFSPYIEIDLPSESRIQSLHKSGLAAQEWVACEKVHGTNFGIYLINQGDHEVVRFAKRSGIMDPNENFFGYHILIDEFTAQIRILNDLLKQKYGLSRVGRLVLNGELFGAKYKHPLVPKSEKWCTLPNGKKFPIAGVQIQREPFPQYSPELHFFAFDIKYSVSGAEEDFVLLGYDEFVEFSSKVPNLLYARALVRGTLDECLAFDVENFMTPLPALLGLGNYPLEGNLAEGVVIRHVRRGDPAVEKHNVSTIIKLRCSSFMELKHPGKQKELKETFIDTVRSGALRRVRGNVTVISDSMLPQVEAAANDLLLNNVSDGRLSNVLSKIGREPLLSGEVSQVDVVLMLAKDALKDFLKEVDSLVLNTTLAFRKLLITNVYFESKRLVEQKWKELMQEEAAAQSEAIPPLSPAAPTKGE
# * = called active by the depositor. These rows are one share of the data (hit frequency here may not be typical).
TbREL1 inh | structure
-3.2 | CN1C(=O)C(C)(C)c2cc(S(=O)(=O)N3CCCC(C(=O)NCc4ccc(F)cc4)C3)ccc21 (stereo unspecified)
0.6 | Cc1cccn2c(=O)c3cc(C(=O)NC(C)c4ccccc4)c(=N)n(CCCn4ccnc4)c3nc12 (stereo unspecified)
2.8 | O=C(CN1C2=NCCCN2c2ccccc21)c1cccs1
-6.6 | COc1ccccc1N(C(=O)Cn1nnc2ccccc21)C(C(=O)NCc1ccco1)c1ccc(C)o1 (stereo unspecified)
-0.3 | OCC[C@H]1C[C@@H](O)[C@H](O)[C@]2(CCCCO2)O1
-0.7 | COc1cccc(OCCOc2cccc(/C=N/n3cnnc3)c2)c1
1.7 | O=C(NN=C(Cc1ccccc1)Cc1ccccc1)c1ccccc1F
0.9 | CCCOc1cccc(-c2cc(C(=O)N/N=C/c3ccccn3)c3ccccc3n2)c1
6.9 | Cc1nnc(SCC(=O)Nc2ccc(Br)cc2)n(N)c1=O
1.3 | Cc1cc(C(=O)NNC(=O)c2c(-c3c(Cl)cccc3Cl)noc2C)no1
-0.7 | COc1cc2cc(CN(CCCN3CCOCC3)C(=O)Nc3ccccc3F)c(=O)[nH]c2cc1OC
-0.2 | O=C(C/C=N/OCc1ccc(Cl)cc1Cl)c1ccc(Cl)cc1
0.1 | c1ccc(Oc2ccc(-c3ccn[nH]3)cc2)cc1
4.1 | Cc1cccc(C(=O)Nc2ccc(C(=O)N/N=C/c3ccco3)cc2)c1
1.7 | CC(C)n1cc(/C=N/NC(=O)COc2cccc3cccnc23)c2ccccc21
0.1 | CC(=O)Nc1ccc(NC(=O)c2cc[n+]([O-])cc2)cc1
5.4 | Cc1cc(NC(=O)CN2C(=O)NC(CCc3ccccc3)C2=O)no1 (stereo unspecified)
3.8 | CCN=C1SC(CC(=O)Nc2ccc(C)cc2)C(=O)N1CC (stereo unspecified)
-1.8 | CCOc1cc(C(=O)OCC(=O)N(C)c2ccccc2)cc(OCC)c1OCC
8.7 | COc1ccccc1CCNCc1ccc(OC)c(OCc2ccccc2)c1
0.9 | CCN=C1SC(C(=O)Nc2cc(Cl)cc(Cl)c2)CC(=O)N1CC (stereo unspecified)
-2.5 | O=Cc1cn(CC(=O)N2CCCc3ccccc32)c2ccccc12
-2.8 | COc1cc(CN2CCC(N3CCC(C(=O)N4CCCC4)CC3)CC2)cc2c1OCO2
0.1 | O=C1OCCC1Sc1nc2ccccc2s1 (stereo unspecified)
4.5 | CCOC(=O)C1Sc2ccccc2NC1=O (stereo unspecified)
-3.7 | Nc1cc(Br)c(N)c(Br)c1
-4.4 | CC1=C(C(=O)OCc2ccccc2)C(c2ccc3ccccc3c2)NC(=O)N1CCCCCC(=O)O (stereo unspecified)
-1.4 | CCN(C(=O)CN1CCN(c2ccc(OC)cc2)CC1)c1c(N)n(Cc2ccccc2)c(=O)[nH]c1=O
2.8 | COC(=O)CC1C(=O)NCCN1C(=O)CSc1nnc(Nc2ccc(C)cc2)s1 (stereo unspecified)
-1.0 | Cc1ccccc1NC(=O)Cn1c(=O)n(Cc2ccccc2)c(=O)c2c(C)c(C)sc21
1.0 | CCOc1cc(/C=N/NC(N)=O)cc(Br)c1OCc1ccccc1F
-6.2 | COc1ccccc1CCC(=O)OCC(=O)NC1CCCCC1
-0.2 | Cc1ccccc1-c1noc(-c2ccccc2C(=O)NCC2CCCO2)n1 (stereo unspecified)
6.1 | Cc1occc1-c1nnc(SCC(=O)N2CCCC(C)C2)o1 (stereo unspecified)
-0.2 | CCCCn1nc2cc(C(=O)NC3CCc4ccccc43)ccc2c1OCC (stereo unspecified)
3.1 | O=C(Nc1ccc(S(=O)(=O)Nc2ncccn2)cc1)c1cccc([N+](=O)[O-])c1
4.2 | CCCc1cc(=O)oc2cc(C)c(CN3CCCC3)c(O)c12
-3.5 | Cc1c(C(=O)NCc2ccc3c(c2)OCO3)sc(=O)n1Cc1ccc(S(=O)(=O)N(C)C)cc1
3.6 | CC(NS(=O)(=O)c1ccccc1)C(=O)Nc1ccc(S(N)(=O)=O)cc1 (stereo unspecified)
1.0 | CC(=O)c1c[nH]c(C(=O)NCC2CCCO2)c1 (stereo unspecified)
2.8 | Cc1cc(C)n2nc(C(=O)OCC(=O)Nc3ccc(C)c(F)c3)nc2n1
-2.6 | C/C(=N\NC(=O)c1cc(C)nc2ccccc12)c1cccc(Cl)c1
1.2 | O=S(=O)(Cc1cc(Sc2ccccc2)nc(-c2ccccc2)n1)c1ccccc1
-2.2 | COc1cccc(N2CC(NC(=O)c3cccc4ccccc34)CC2=O)c1 (stereo unspecified)
2.8 | CCN(CC)S(=O)(=O)c1ccc(NS(=O)(=O)c2ccc(O)c([N+](=O)[O-])c2)cc1
1.4 | COC(=O)c1sc(NC(=O)c2c(C)noc2C)nc1C
0.7 | COc1ccc(NC(=O)COC(=O)CN2C(=O)c3ccccc3C2=O)cc1
4.4 | O=C(OCc1cn(Cc2ccccc2Cl)nn1)N1CCOCC1
-1.4 | Cc1ccc(-c2noc(CN(C(=O)CCCCCN3C(=O)c4ccccc4C3=O)C(C)C)n2)cc1
-0.6 | COc1ccc(C(C[N+](=O)[O-])c2c(-c3ccccc3)cc3ccccn23)c(OC)c1 (stereo unspecified)
7.5 | Brc1ccc2[nH]c3nc(SCCN4CCOCC4)nnc3c2c1
-0.7 | CC(C)=CCC(C)(C)C1OCCN1C(=O)Nc1ccccc1 (stereo unspecified)
-2.6 | CN/N=C(\Cc1nc2ccccc2[nH]1)c1ccc([N+](=O)[O-])cc1
2.3 | CC(Nc1nc(Nc2ccc(F)cc2)nc(SCC(N)=O)n1)c1ccccc1 (stereo unspecified)
0.8 | Cc1ccccc1C(=O)N1CCC(C(=O)N(CC(C)C)c2c(N)n(Cc3ccccc3)c(=O)[nH]c2=O)CC1
-1.6 | Cn1cccc1-c1nc2ccccc2n1Cc1ccccc1
0.1 | O=S(=O)(NCC1CCCO1)c1ccc(S(=O)(=O)N(Cc2ccc(F)cc2)Cc2ccccn2)cc1 (stereo unspecified)
2.9 | Cn1ccc(C(=O)OCC(=O)Nc2ccccc2)n1
-1.9 | COC(=O)c1cccc(Cn2ccc3ccc(-c4ccc5ccn(C(=O)C6CCC6)c5c4)cc32)c1
-0.9 | Cn1cnc(S(=O)(=O)Nc2ccc3c(c2)OCCO3)c1

# Looked up one by one from the entries so far (4):
TbREL1 inh | structure
2.3 | CC(Nc1nc(Nc2ccc(F)cc2)nc(SCC(N)=O)n1)c1ccccc1 (stereo unspecified)
-1.6 | Cn1cccc1-c1nc2ccccc2n1Cc1ccccc1
-0.9 | Cn1cnc(S(=O)(=O)Nc2ccc3c(c2)OCCO3)c1
-2.6 | CN/N=C(\Cc1nc2ccccc2[nH]1)c1ccc([N+](=O)[O-])cc1

# Filtered by structure, those above with a thiophene ring, fused or not
TbREL1 inh | structure
2.8 | O=C(CN1C2=NCCCN2c2ccccc21)c1cccs1
-1.0 | Cc1ccccc1NC(=O)Cn1c(=O)n(Cc2ccccc2)c(=O)c2c(C)c(C)sc21

# The listing continues:
TbREL1 inh | structure
3.4 | COc1ccc(/C=N/NC(=O)COc2ccccc2-c2ccccc2)cc1
1.2 | CCC(=O)NCCc1nc2cc(NC(=O)c3ccco3)ccc2n1C
-0.6 | C=C(C)c1cccc(C(C)(C)NC(=O)N2CCCC(C)C2)c1 (stereo unspecified)
4.4 | C#CCOCCOCCOCCNc1nc(N2CCN(C(=O)[C@H](CCCCN)n3cc(CN)nn3)CC2)nc(N2CCN(C(=O)[C@H](CC(N)=O)n3cc(C(N)[C@H](C)CC)nn3)CC2)n1 (stereo partly specified)
1.4 | Cc1ccc(S(=O)(=O)N2CCOCC2)cc1C(=O)OCc1nnc(-c2ccccc2)o1
7.8 | O=C(CSc1ccc2nnc(-c3ccccn3)n2n1)NCc1ccco1
0.7 | CCC(c1nnnn1Cc1ccco1)N(CCc1ccccc1)Cc1cc2cc(C)ccc2[nH]c1=O (stereo unspecified)
-2.6 | COCCCNC(=O)C[C@@H]1C[C@@]2(C(=O)OC)CCCCC=C2N(CCC2=CCCCC2)C1=O
-2.8 | Cc1ccccc1OCCSc1nnc(-c2ccncc2)n1C
-2.0 | Cc1cc(NC(=O)Nc2cc(C)nn2-c2ccccc2)n(-c2ccccc2)n1
5.2 | O=C(Nc1cccc(C2OCCCO2)c1)c1cccs1
2.7 | CCn1c2ccccc2c2cc(C=NNC(=O)c3cc(-c4ccc(OC)cc4)n[nH]3)ccc21
-1.6 | CCOC(=O)N1CCN(C(=O)C2CCC(=O)N(CCCc3ccccc3)C2)CC1 (stereo unspecified)
-3.1 | COCCNC(=S)N1CCN(c2cccc(C(F)(F)F)c2)CC1
-1.1 | COc1ccccc1CCNC(=O)Cc1cccs1
0.0 | CCOc1ccc(NC2OCC(O)C(O)C2O)c([N+](=O)[O-])c1 (stereo unspecified)
0.1 | COc1ccc(NC(=O)CCNS(=O)(=O)c2cccc3nsnc23)cc1OC
5.3 | Clc1cccc(-c2ccc3ncnc(NCc4cccs4)c3c2)c1
0.9 | O=S1(=O)CC(N2CCN(CCO)CC2)CN1Cc1cn(Cc2cccc(Cl)c2)nn1 (stereo unspecified)
-0.7 | Cc1cc(OCc2cc(C(=O)N(C)Cc3nonc3C)no2)cc(C)c1Cl
3.0 | CCCC(=O)NC(=S)Nc1ccc(S(=O)(=O)Nc2ccc(OCC)cc2)cc1
-0.3 | CN(Cc1ccccc1)C(=O)c1[nH]cnc1C(=O)Nc1ccccc1
2.5 | COc1cccc(S(=O)(=O)N(C)C[C@@H]2OCc3cnnn3CCCC(=O)N([C@@H](C)CO)C[C@H]2C)c1
1.2 | O=C(C1CCCN1S(=O)(=O)c1cccc2nsnc12)N1CCCCC1 (stereo unspecified)

# Sorted by SMILES length (ascending): part of the list above.
TbREL1 inh | structure
-1.1 | COc1ccccc1CCNC(=O)Cc1cccs1
1.2 | O=C(C1CCCN1S(=O)(=O)c1cccc2nsnc12)N1CCCCC1 (stereo unspecified)
0.1 | COc1ccc(NC(=O)CCNS(=O)(=O)c2cccc3nsnc23)cc1OC
2.5 | COc1cccc(S(=O)(=O)N(C)C[C@@H]2OCc3cnnn3CCCC(=O)N([C@@H](C)CO)C[C@H]2C)c1

# (list continues)
TbREL1 inh | structure
-7.8 | CCOc1cc(N2CCOCC2)c(OCC)cc1NC(=O)COC(=O)[C@@H]1CCCN1S(=O)(=O)c1ccccc1F
6.5 | Cc1ccc(NC(=O)CS(=O)CC(=O)N(c2ccccc2F)C(C)C(=O)NC2CCCC2)cc1 (stereo unspecified)
-2.6 | CCOc1ccc(CCN2C(=S)N([C@@H](CC(C)C)CN3CCCC3CN3C(=S)NC[C@@H]3CC(C)C)C[C@@H]2CC(C)C)cc1 (stereo partly specified)
2.1 | Cc1cc(C)cc(OC(C)c2ccnc3nc(/N=C/N(C)C)nn23)c1 (stereo unspecified)
-0.7 | O=S(=O)(NCC(c1ccco1)N1CCOCC1)c1ccc(Cl)cc1 (stereo unspecified)
5.1 | Cc1cccc(C)c1OCC(O)CN1CCC(CN2C(=O)c3cccc4cccc(c34)C2=O)CC1 (stereo unspecified)
-1.4 | Cc1nn(C)c(C(=O)Nc2ccn(Cc3ccccc3F)n2)c1[N+](=O)[O-]
-0.1 | COc1ccc(NC(=O)CN(C)C(=O)c2cccc(S(=O)(=O)Nc3ccccc3Cl)c2)cc1
-2.6 | COc1ccc(OC)c(NC(=S)N2CCC(C(O)(c3ccccc3)c3ccccc3)CC2)c1
3.8 | Cc1ccc(-c2nsc(SCC(=O)Nc3ccc4c(c3)OCO4)n2)cc1
-1.1 | CCOc1ccc(-n2c(=O)c3c(C)c(C(=O)N(C)C)sc3n(CC(=O)Nc3ccccc3F)c2=O)cc1
-4.7 | Cc1[nH]c2ccccc2c1Cc1n[nH]c(=S)o1
2.9 | O=C1c2ccccc2S(=O)(=O)c2cc(C(=O)N3CCCC3)ccc21
0.9 | COCCN1CCN(C(=O)c2cc(COc3cncc(Cl)c3)on2)CC1
10.5 | O=C(COC(=O)Cc1n[nH]c(=O)c2ccccc12)Nc1ccc(Cl)cc1F
-0.2 | COc1cc(/C=C(\NC(C)=O)C(=O)Nc2ccc(NC(C)=O)cc2)ccc1OC(C)=O
2.3 | NNS(=O)(=O)c1ccc(Cc2ncc(C(F)(F)F)cc2Cl)s1
8.7 | N#CCCN(C(=S)NC(=O)c1ccco1)c1ccccc1F
-0.3 | CC(Cn1nnc2ccccc21)C(=O)O (stereo unspecified)
-2.1 | CCOC(=O)C(C)Oc1ccccc1C1NC(=O)NC(C)=C1C(=O)Nc1ccc(C)c(C)c1 (stereo unspecified)
0.8 | O=c1[nH]n2c(C(F)(F)F)cc(C3CC3)nc2c1N=Nc1ccccc1
-3.1 | S=c1nc(-c2cccc(Cl)c2)[nH][nH]1
3.2 | Cc1nc2cc(C(=O)N3CCN(C(=O)C(Cl)Cl)CC3)ccc2n1C1CCCC1
0.4 | Cc1cccc(/C=N/n2c(C)nnc2C)c1
-3.2 | COC(=O)[C@@]12C[C@@H](CC(=O)NCCC(C)C)C(=O)N(Cc3ccco3)C1=CCC(C)(C)C2
1.2 | Cc1ccc(C)c(NC(=O)CSc2nc(C)cc(=O)[nH]2)c1
1.5 | CC(C)Cn1c(N)c(C(=O)CSc2n[nH]c(N)n2)c(=O)n(C)c1=O
-1.1 | COc1ccc(NC(=O)CCC(=O)N(Cc2ccc(OC)c(OC)c2)c2nccs2)c(OC)c1
4.4 | O=C(Nc1cc(S(=O)(=O)N2CCOCC2)ccc1N1CCOCC1)C1CCCO1 (stereo unspecified)
4.1 | COC(=O)[C@]12C[C@H](CC(=O)NCC3CCCCC3)C(=O)N(Cc3cccc4ccccc34)C1=C[C@H](C(C)C)O[C@@H]2C1CC1
6.0 | O=C(Nc1ccccc1N1CCOCC1)c1ccccc1NS(=O)(=O)c1ccc(F)cc1
-2.0 | NC(=O)C1CCN(Cc2nc3ccccc3c(=O)[nH]2)CC1

# Assay outcomes (PubChem BioAssay)
